# Screens from PubChem BioAssay.
# USP2a inh = USP2a (human) protease inhibition; O75604; USP2 core, Ub-CHOP2 coupled fluorogenic reporter, 485/531; Potency, µM (doses to about 38.3 µM), for inactives: at the highest dose activity change, negative = inhibition, most hits filed as inhibitors; 0.01% of 330,000 active;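 further: potency means the concentration at half of the fitted maximal effect; plate controls were DMSO wells for no effect and full inhibition by NEM control for full effect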
#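 USP2 core (10nM final) preincubated 30min RT with compound in 20mM Tris-HCl pH 8.0, 2mM CaCl2, 2mM beta-mercaptoethanol, 0.05% CHAPS; 25nM Ub-CHOP2 plus 25nM reporter substrate added, fluorescence (Ex485/Em531) read after 60min.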
# MBNL1-CUG inh = inhibitors of human MBNL1 binding to CUG repeat RNA. Q9NR56. TR-FRET MBNL1-His/biotin-(CUG)12 binding, 665/545 ratio. Potency, µM (highest dose often 57.5 µM), without a hit: at the top dose activity change, negative = inhibition, usual class: inhibitors. 0.036% of 280,000 active; active means well fitted inhibition curve with a large enough effect in the signal ratio, with a control signal flat, not every such curve was filed as active; inconclusive means small, poorly fitted or top-dose-only effect, or effect the other way, or a change in a side signal; inactive means no such curve, though single readings can be large or run the other way; the % refers to the signal ratio; further: potency means the concentration at half of the fitted maximal effect; on the % scale 0 is the no-effect control and ±100 the full control effect
#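 MBNL1-His + Biotin-(CUG)12, cpd titration 92 nM–58 uM; Tb anti-His Ab 0.055 ng/ul, SA-XL665 5 nM (final); 60 min RT; ratiometric 665/545 nm, Ex 340 nm; normalized to buffer and full-complex controls.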
# Mito fusion act = blocks mitochondrial division or promotes mitochondrial fusion. S. cerevisiae fusion-defective mutant growth rescue, CellTiterGlo 48 h. Potency, µM (titrated, usually from 46.1 µM), for inactives: at the top dose growth rescue (activation), most hits filed as activators. 0.23% of 320,000 active. AID 485298;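 further: potency means the concentration at half of the fitted maximal effect; % of control where 0% means no effect; nearly all actives have a fitted effect of over 45% in size; temperature-sensitive fusion mutants such as fzo1-1 at 37 °C on non-fermentable ethanol glycerol medium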
#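 Growth-rescue viability read-out: after 48 h at the non-permissive 37C in glycerol/ethanol YPEG, yeast mitochondrial fusion mutants are measured by CellTiterGlo luminescence; compounds (23 nl pinned per well) restoring growth score as division inhibitors or fusion activators.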
# TSHR antag = human thyrotropin receptor antagonism. TSHR-expressing cells, TSH-stimulated cAMP HTRF, 2 h; active compounds read low. activity change, negative = inhibition, % at 11.5 µM. 0.2% of 330,000 active;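 active means activity change below a set negative limit, meaning inhibition stronger than a set level, cut at about -70% in these data; inconclusive means activity change between two set negative limits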; further: on the % scale 0 is the no-effect control and ±100 the full control effect
#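 TSHR-expressing cells were treated with compounds, then stimulated with TSH at EC80 (4nM final) for 2 hours at 37 deg C. Cellular cAMP was measured by HTRF competition between lysate cAMP and cAMP-d2 for a cryptate-labelled anti-cAMP antibody.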
# PKM2 activator = increases activity of human pyruvate kinase M2; Potency, µM (top dose mostly 57.5 µM), for inactives: at the highest dose activation, actives largely listed as activators; 0.34% of 260,000 active; purified PKM2, Kinase-Glo ATP luminescence, activation; response scale: 0% is enzyme alone, no compound; AID 1631; further: potency means the concentration at half of the fitted maximal effect; on the % scale 0 is the no-effect control and ±100 the full control effect; nearly all actives have a fitted effect of over 55% in size
#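 Purified hPK-M2 (>95%) run at intermediate activity with 0.1 mM ADP and 0.5 mM PEP in 50 mM imidazole pH 7.2, KCl, MgCl2; 1 h room temperature. ATP formed read by Kinase-Glo luminescence; normalized to uninhibited and no-enzyme controls.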
# BCR signal inh = blocks chronic active B-cell receptor signaling. ABC-DLBCL IkBa-CBG/CBR reporter, luminescence ratio, 4 h. Potency, µM (titrated, usually from 46.1 µM), for inactives: top-dose ratio change, negative = lower green/red ratio, hits mostly inhibitors. AID 493014. 0.05% of 340,000 active; active means well fitted inhibition curve with a large enough effect in the signal ratio, with a control signal flat, not every such curve was filed as active; inconclusive means small, poorly fitted or top-dose-only effect, or effect the other way, or a change in a side signal; the % refers to the signal ratio;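 further: potency means the concentration at half of the fitted maximal effect; plate controls were basal doxycycline-induced cells for no effect and cells given 10 µM MG132 for full effect; MG132 reads +100%, hits lower the ratio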
#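 TMD8 human ABC-DLBCL cells with doxycycline-inducible IκBα–green luciferase fusion and unfused red luciferase, in 0.5% FBS medium; compounds up to 46 uM, 4 h at 37C. Green/red luminescence ratio, filter-overlap corrected, fitted to concentration-response curves.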
# hERG WT inh = KCNH2 (human, wildtype) channel inhibition; Q12809; AID 720551; 0.37% of 340,000 active; activity change, % at 1.84 µM; U2OS, BacMam KCNH2, thallium flux FluxOr; active compounds read low;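 active means maximum activity change below -70%; inconclusive means maximum activity change between -70% and -50%; inactive means maximum activity change above -50%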; further: on the % scale 0 is the no-effect control and ±100 the full control effect
# Target sequence (Q12809 whole entry, looked up): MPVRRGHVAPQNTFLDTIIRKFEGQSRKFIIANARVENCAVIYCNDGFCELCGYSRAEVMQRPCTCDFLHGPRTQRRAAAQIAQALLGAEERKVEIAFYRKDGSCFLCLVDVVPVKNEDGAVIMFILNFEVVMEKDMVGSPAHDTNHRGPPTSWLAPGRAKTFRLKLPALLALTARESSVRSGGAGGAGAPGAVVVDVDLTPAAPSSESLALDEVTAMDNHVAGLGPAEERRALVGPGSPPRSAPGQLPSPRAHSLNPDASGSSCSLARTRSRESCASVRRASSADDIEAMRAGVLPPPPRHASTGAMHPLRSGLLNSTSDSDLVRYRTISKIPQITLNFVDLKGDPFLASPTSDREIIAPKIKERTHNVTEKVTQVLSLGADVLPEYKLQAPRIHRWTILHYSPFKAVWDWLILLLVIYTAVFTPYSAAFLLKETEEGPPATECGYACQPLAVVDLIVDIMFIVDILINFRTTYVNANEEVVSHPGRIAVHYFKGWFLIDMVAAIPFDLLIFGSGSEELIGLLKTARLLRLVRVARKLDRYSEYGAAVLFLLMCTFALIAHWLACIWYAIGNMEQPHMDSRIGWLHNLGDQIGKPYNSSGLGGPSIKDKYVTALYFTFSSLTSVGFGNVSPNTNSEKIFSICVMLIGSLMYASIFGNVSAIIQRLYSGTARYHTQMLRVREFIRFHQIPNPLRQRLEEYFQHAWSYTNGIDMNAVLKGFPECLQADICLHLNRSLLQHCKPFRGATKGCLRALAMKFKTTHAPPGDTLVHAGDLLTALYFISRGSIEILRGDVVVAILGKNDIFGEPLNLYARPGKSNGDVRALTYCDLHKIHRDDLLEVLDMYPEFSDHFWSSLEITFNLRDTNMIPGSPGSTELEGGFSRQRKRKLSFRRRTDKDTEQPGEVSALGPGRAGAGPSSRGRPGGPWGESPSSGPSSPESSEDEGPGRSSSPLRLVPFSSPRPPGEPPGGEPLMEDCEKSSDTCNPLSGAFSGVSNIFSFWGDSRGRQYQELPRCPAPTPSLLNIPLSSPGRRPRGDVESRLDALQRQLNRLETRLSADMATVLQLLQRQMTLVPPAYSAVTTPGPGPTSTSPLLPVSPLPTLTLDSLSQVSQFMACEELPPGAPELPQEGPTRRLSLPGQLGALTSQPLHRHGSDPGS
#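 U2OS cells transduced with wild-type KCNH2 virus are loaded with FluxOr dye for 45 min, and thallium flux is measured in kinetic reads before and after stimulation buffer. Rate constants are normalized to DMSO controls.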
# Eya2 phos inh = inhibitors of human Eya2 phosphatase activity; AID 488837; recombinant Eya2, OMFP fluorescence dephosphorylation (OMFP is methylfluorescein phosphate); 0.006% of 330,000 active; Potency, µM (highest dose often 76.9 µM), without a hit: at the top dose activity, negative = inhibition, most hits filed as inhibitors; O00167; further: potency means the concentration at half of the fitted maximal effect; on the % scale 0 is the no-effect control and ±100 the full control effect
#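 Eya2 (0.2 uM) preincubated 10 min at ambient with compound, then OMFP substrate added at 50 uM; 10 min reaction in 50 mM HEPES pH 7.5, 50 mM NaCl, 5 uM MgCl2, 0.05% BSA, 1 mM DTT. Fluorescence read at Ex 485/Em 525 nm.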
# Menin-MLL TR inh = menin-MLL binding inhibition, Texas Red mutant peptide; O00255; Menin + Texas Red MLL mutant peptide, fluorescence polarization; 0.23% of 270,000 active; Potency, µM (top dose mostly 61.6 µM), for inactives: top-dose FP activity change, negative = inhibition, usual class: inhibitors; active means well fitted inhibition curve with a large enough effect in the polarisation, with a control signal flat, not every such curve was filed as active; inconclusive means small, poorly fitted or top-dose-only effect, or effect the other way, or a change in a side signal; inactive means no such curve, though single readings can be large or run the other way; the % refers to the polarisation; further: potency means the concentration at half of the fitted maximal effect; % of control where 0% means no effect; many of its hits are not listed in these tables
# GALK inh = blocks human galactokinase activity | P51570 | Purified GALK, Kinase-Glo residual ATP luminescence | Potency, µM (highest dose often 57.5 µM), without a hit: top-dose activity change, negative = inhibition, actives largely listed as inhibitors | 0.007% of 270,000 active | AID 1868; further: potency means the concentration at half of the fitted maximal effect; on the % scale 0 is the no-effect control and ±100 the full control effect
#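 The enzyme phosphorylates galactose (100 uM) using ATP (35 uM); inhibition is detected as higher residual ATP, quantified by bioluminescence after 1 h reaction at room temperature, pH 8.0.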
# S-ASM inh = blocks human secretory acid sphingomyelinase. AID 504937. Potency, µM (series often up to 57.5 µM), without a hit: top-dose activity change, negative = inhibition, hits mostly inhibitors. P17405. placental ASM, HMU-PC fluorogenic substrate, 60 min. 0.006% of 340,000 active; further: potency means the concentration at half of the fitted maximal effect
#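 Human placenta-derived ASM preincubated with compound 10 min at room temperature, then reacted with 9 uM (final) fluorogenic HMU-PC substrate for 60 min at 37 C. Stop solution raises pH to 10; fluorescence read at Ex 386/Em 447 nm.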
# Numbers without * were called inactive; ? = inconclusive; nt = no result given; [ ] = another dose, or the depositor's remark. Unless noted, the call rests on the fitted dose curve; in most records, active means well fitted curve in the direction sought with a large enough effect; inconclusive means small, poorly fitted or top-dose-only effect, or another doubt; inactive means no such curve, though single readings can be large; an effect the other way counts as inactive or inconclusive. Not all compounds are listed; the hit share may differ from the screen's.
SMILES,USP2a inh,MBNL1-CUG inh,Mito fusion act,TSHR antag,PKM2 activator,BCR signal inh,hERG WT inh,Eya2 phos inh,Menin-MLL TR inh,GALK inh,S-ASM inh
Nc1nc2n(n1)C(=O)CC(c1ccccc1)N2 (stereo not drawn),13%,-2%,0%,-6,2%,-1%,nt,5%,19%,-1%,5%
Cc1ccccc1-c1nc(CSc2nc3c(c(=O)[nH]2)CCC3)c(C)o1,4%,-17%,-10%,6,0%,-6%,-20,-2%,-2%,nt,-4%
COc1ccc(S(=O)(=O)N2CCCCC2)cc1NC(=O)CCCOc1ccccc1,0%,nt,6%,14,nt,0%,-8,0%,nt,nt,-4%
CC(C)(Oc1ccc(Cl)cc1)C(=O)NCC(c1cccs1)N1CCOCC1 (stereo not drawn),-1%,nt,-2%,21,nt,0%,-23,13%,nt,nt,3%
COc1ccc(-n2c(SCC3OCCO3)nc3c(sc(=S)n3-c3ccccc3)c2=O)cc1OC,-5%,32%[activator],-7%,6,0%,-13%,1,-26%,-3%,6%,-2%
CCOC(=O)Cc1nn(Cc2ccccc2)c(=O)c2ccccc12,1%,18%,4%,-12,0%,-25%,-9,2%,-11%,-1%,0%
O=C(CCCNS(=O)(=O)c1cccc2nsnc12)NC1CCCCC1,-6%,?,0%,1,13%,?,1,-14%,46%[activator],1%,-2%
Cc1cccc(C(=O)NNC(=O)c2ccc(NS(=O)(=O)c3cccs3)cc2)c1C,2%,nt,-2%,14,nt,-5%,-5,12%,nt,nt,-4%
CCCS(=O)(=O)N1CCCC(C(=O)NC(C)c2ccc3c(c2)OCCO3)C1 (stereo not drawn),2%,-1%,-5%,2,-3%,?,0,8%,-4%,-4%,1%
CCc1ccccc1NC(=O)C1CCN(C(=O)N2CCOc3ccccc32)CC1,0%,-11%,-1%,6,-2%,2%,-5,1%,2%,nt,-1%
CC1C(=O)N2CCCc3cc(S(=O)(=O)N4CCN(c5ccc(F)cc5)CC4)cc1c32 (stereo not drawn),4%,-1%,0%,-7,nt,9%,4,8%,-4%,-6%,0%
Cc1ccc(NC(=O)c2sc3ccccc3c2Cl)nc1,2%,6%,-1%,12,-15%,0%,-8,8%,20%,3%,-2%
CC(C)OCc1ccc(C(=O)N2CCN(S(=O)(=O)c3ccc(Br)s3)CC2)cc1,-1%,nt,2%,-2,nt,-4%,-3,-12%,nt,nt,4%
COc1ccc(C)cc1NC(=O)C1CCCN(S(=O)(=O)c2cccnc2)C1 (stereo not drawn),2%,2%,-2%,-17,-1%,5%,-12,7%,-6%,-1%,-2%
O=C(CSc1nnc(-c2ccc3c(c2)OCO3)o1)Nc1ncc(Cl)cc1Cl,-9%,nt,13%,-9,5%,?,-1,-6%,-25%,0%,3%
CC(Oc1ccccc1)C(=O)NNC(=O)c1cccs1 (stereo not drawn),2%,0%,4%,34,-2%,9%,-9,3%,26%,1%,0%
O=C(COC(=O)CCCOc1ccc(Cl)cc1Cl)NCc1ccc(F)cc1,3%,3%,-1%,-6,1%,16%,-2,1%,8%,0%,-2%
CC(CNC(=O)CCn1c(=O)c2cccn2c2ccc(F)cc21)c1ccccc1 (stereo not drawn),5%,-2%,?,-1,nt,2%,-2,4%,nt,-1%,-3%
COCCNC(=O)CCCn1c(=O)c2cc(OC)c(OC)cc2n(CC(=O)Nc2ccccc2OC)c1=O,4%,6%,1%,27,-13%,-21%,-15,-2%,-2%,3%,-3%
COc1ccc(CC(=O)N[C@@H]2c3ccccc3CC[C@@H]2OCc2ccccc2)cc1,1%,nt,nt,3,nt,4%,-9,-20%,nt,nt,-3%
Cc1cccc(C(=O)NNC(=O)c2ccc(NC(=O)C(C)(C)C)cc2)c1,-1%,-4%,-3%,-1,-3%,-2%,3,2%,7%,-4%,2%
O=C(CN(C(=O)c1csnn1)c1ccc(F)c(Cl)c1)NCc1ccc(F)cc1,0%,-8%,-2%,7,-3%,5%,-3,-18%,11%,-4%,2%
O=C1N(Cc2ccc3c(c2)OCO3)c2ccccc2C1(O)c1c[nH]c2ccccc12 (stereo not drawn),3%,-3%,3%,5,1%,-6%,2,-26%,-20%,-2%,-1%
CN(c1ccccc1)S(=O)(=O)c1ccc(C(=O)OCC(=O)N2CCOCC2)cc1,0%,7%,-8%,2,-1%,?,-1,-1%,-5%,-2%,-1%
COc1ccc(NC(C)=O)cc1S(=O)(=O)Nc1ccc(OCc2ccccc2)cc1,-7%,-12%,-2%,0,nt,?,11,-15%,nt,4%,-11%
Cc1cc(C)c(S(=O)(=O)c2ccccc2Cl)c(Cl)n1,1%,-9%,14%,-18,0%,-11%,nt,-6%,0%,-1%,nt
O=C(N/N=C/c1ccccc1O)C1(O)c2ccccc2-c2ccccc21,2%,6%,6%,-34,-13%,0%,3,-1%,13%,-1%,342%[activator]
Cc1sc2ncnc(OCC(=O)NC(C)C(C)C)c2c1C (stereo not drawn),1%,nt,2%,3,1%,-2%,3,21%,-4%,3%,0%
O=C(NCc1ccc2c(c1)OCO2)c1ccc(CS(=O)(=O)c2ccc(Br)cc2)o1,-5%,-2%,3%,-13,0%,?,3,-1%,4%,2%,-1%
COc1ccc(NC(=O)CSc2nnc(C3CCCCC3)n2N)c(OC)c1,2%,-7%,-7%,0,-2%[0.46 µM],?,4,6%,14%,-2%,4%
Clc1ccccc1OCCCn1ccnc1,-1%,2%,-5%,-1,-1%,-4%,14,5%,-16%,2%,-3%
CCOc1ccc(C(C)NC(=O)Nc2ccc(F)cc2F)cc1 (stereo not drawn),1%,-3%,-1%,7,-21%,1%,21,9%,-4%,4%,-3%
NC(=O)c1cc(-c2ccccc2)nc2ccc(Br)cc12,0%,24%,-1%,-1,-2%,6%,14,4%,nt,0%,0%
CCOC(=O)n1n[n+]([O-])c2ccccc21,2%,-10%,-1%,6,1%,?,6,-5%,5%,3%,5%
O=C(COC(=O)Cn1cnc2ccccc2c1=O)NCc1ccccc1Cl,0%,-2%,-3%,-2,8%,5%,9,2%,-1%,0%,0%
Cc1cccc(C)c1NC(=S)N(Cc1ccccc1)Cc1cccs1,2%,-9%,6%,-4,0%,1%,-7,-1%,-4%,-1%,-5%
O=C(CSc1cccc[n+]1[O-])Nc1ccccc1Oc1ccccc1,0%,-2%,-8%,1,nt,?,8,9%,5%,0%,4%
COc1ccc2nc3sc(C(=O)N4CCN(C)CC4)cc3cc2c1,1%,?,1%,-4,-1%,?,6,10%,-11%,0%,25%
CCN(C[C@H]1N[C@@](CC)(C(=O)OC)[C@H]2C(=O)N(C)C(=O)[C@@H]12)S(=O)(=O)c1ccc(OC(F)(F)F)cc1,0%,nt,nt,-7,nt,1%,-22,4%,nt,nt,-5%
CCc1ccc(CN(C)C(=O)c2cc(COc3c(F)cccc3F)on2)cc1,-1%,-7%,19%,1,1%,-3%,-4,-5%,3%,4%,2%
O=C(NC(=S)N(CCCCO)C1CCCCC1)c1sc2ccccc2c1Cl,-1%,23%,12%,3,-4%,?,-12,1%,-2%,-2%,-2%
CC1CCN(S(=O)(=O)c2ccc3c(c2)N(CC(=O)NCc2cccnc2)C(=O)CS3)CC1,2%,-19%,4%,12,-19%,0%,nt,-7%,-7%,nt,4%
CC1CC(C)CN(C(=O)Cn2c(=O)c3cccn3c3cccnc32)C1 (stereo not drawn),3%,-2%,9%,22,nt,4%,5,5%,nt,-1%,3%
C#CCNC(=O)C1=C[C@H](c2cn(C(C)=O)c3ccccc23)[C@@H](CCCO)[C@H](OCC)O1,9%,-6%,-2%,17,1%,-17%,6,8%,-18%,-5%,3%
O=S(=O)(Nc1ccc(Cl)c(Cl)c1)N1CCOCC1,0%,2%,5%,1,0%,?,-5,4%,10%,-5%,0%
